TNAP inhibition: human TNAP enzyme inhibitors, biochemical, luminescent (AID 518) | Alkaline phosphatase, tissue-nonspecific isozyme (Homo sapiens) | purified TNAP enzyme, luminescent substrate readout; higher % means a stronger effect | inhibition, % at 20 µM; hits with a dose series show IC50 in µM | actives 0.09% (n = 64,000); in the data active = a potency from the dose series; inactive = the rest, 99 in 100 with inhibition below about 22%;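 also: plate controls were vehicle for no effect and reference inhibitor for full effect; many of its hits are not listed in these tables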
HT1080 cytotoxicity: cytotoxicity in HT1080 fibrosarcoma cells, cell-based, fluorescence readout (AID 620). HT1080 viability, fluorescence; higher % means a stronger effect. actives 0.42% (n = 87,000). cytotoxicity, % at 10 µM, or EC50 in µM where a hit was titrated;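 also: cells exposed to compound overnight then 4 h with Alamar Blue; 0% = vehicle DMSO and 100% = killing control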
HPDE-C7K KRASV12: cytotoxicity in KRAS-transformed pancreatic duct cells, primary screen, cell-based, fluorescence, HTS (AID 431). HPDE-C7K KRASV12 cells, Alamar Blue viability, 48 h; higher % means a stronger effect. one-dose cytotoxicity, % at 10 µM; EC50 in µM for titrated hits. actives 1.7% (n = 63,000);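 active = compounds whose percent cytotoxicity in the single-dose primary screen, scaled between solvent and toxic-drug controls, exceeds 50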;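 also: 0% = DMSO solvent wells and 100% = doxorubicin-treated wells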
HPDE-C7 viability: cytotoxicity in HPDE-C7 cells, cell-based, fluorescence, HTS (AID 430) | HPDE-C7 pancreatic duct cells viability, fluorescence; higher % means a stronger effect | cytotoxicity, % at 10 µM; hits with a dose series show EC50 in µM | actives 1.8% (n = 63,000);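 also: cells exposed to compound for 48 hours before viability readout; 0% = vehicle and 100% = reference cytotoxic drug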
MK inhibit: S. pneumoniae MK inhibitors, primary screen, biochemical, PK/LDH-coupled NADH absorbance; inhibition, % at 10 µM; purified MK, PK/LDH-coupled NADH absorbance 340 nm; actives 0.48% (n = 65,000);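 active = ranked among the strongest by inhibition in the single 10 µM screen, a fixed top-ranked set picked for dose follow-up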; also: no value below 0 was filed
Spn PMK inh: S. pneumoniae PMK inhibitors, primary screen, biochemical, mevalonate pathway, pilot trial included; phosphomevalonate kinase (Streptococcus pneumoniae D39); purified PMK, PK/LDH-coupled NADH absorbance 340 nm; inhibition, % at 10 µM; actives 0.49% (n = 65,000);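 active = top-ranked compounds by inhibition in the single 10 µM screen, taking a fixed number of the strongest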;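 also: 0% = full reaction with DMSO carrier and 100% = background rate without enzyme reaction; no value below 0 was filed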
LYP phosphatase: LYP phosphatase inhibitors, primary screen, biochemical, DiFMUP fluorescence, recombinant catalytic domain, 10 µM (AID 606); Tyrosine-protein phosphatase non-receptor type 22 (Homo sapiens); recombinant LYP catalytic domain, DiFMUP fluorescence; higher % means a stronger effect; inhibition, % at 10 µM, or IC50 in µM where a hit was titrated; 52,000 tested, under 10 active;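 active = IC50 under 40 µM in the dose-response test; inactive = IC50 of 40 µM or more, or never dose-tested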
Bfl-1 displacement: Bfl-1 inhibitors, primary screen, biochemical, fluorescence polarization, FITC-Bid, mouse (AID 432). displacement, % at 20 µM, or IC50 in µM where a hit was titrated. FITC-Bid BH3 peptide fluorescence polarization displacement; higher % means a stronger effect. Bcl-2-related protein A1 (Mus musculus). actives 0.02% (n = 64,000); in the data active = a potency from the dose series; inactive = the rest, 99 in 100 with displacement below about 15%; also: strong numbers were not always called active
Spn DPM-DC inh: S. pneumoniae DPM-DC inhibitors, primary screen, biochemical, PK/LDH-coupled NADH fluorescence; diphosphomevalonate decarboxylase (Streptococcus pneumoniae D39); purified DPM-DC; calls only at 10 µM; actives 0.49% (n = 65,000); AID 556, 2006;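 active = the 320 compounds with the highest percent inhibition in the single-dose primary screen, excluding strongly autofluorescent ones, cut at about 32% in these data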;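 also: kinetic rate of NADH fluorescence loss reporting ADP formed by the decarboxylase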
Spn PMK inh pilot replicates: also measured in Spn PMK inh; calls as there; inhibition, %; measured here: pilot screen replicates
MK inhibit pilot replicates: recorded beside MK inhibit, whose call it bears; inhibition, %; measured here: pilot screen replicates
Spn DPM-DC inh pilot screen %: further read-out of Spn DPM-DC inh, marked with its call; inhibition, %; measured here: pilot screen trials
* hit, by the source's call; i = inactive; x = not tested or not shown; + = active, no number. Rule as the data show it, unless noted: active = cytotoxicity above about 50%; inactive = the rest. Rows are unselected; 3.6% or so of the library scored in one or more.

SMILES	TNAP inhibition	HT1080 cytotoxicity	HPDE-C7K KRASV12	HPDE-C7 viability	MK inhibit	Spn PMK inh	LYP phosphatase	Bfl-1 displacement	Spn DPM-DC inh	others
CCNc1ccc2c(Cl)cc(=O)oc2c1	23%	-11%	6%	-2%	i	0	-7%	-4%	x	Spn PMK inh pilot replicates=0.0;MK inhibit pilot replicates=0.0
CCOc1ccc2nc(SC(C)C(N)=O)[nH]c2c1 (stereo unspecified)	7%	-5%	0%	9%	6	15	x	-4%	i
Cc1ccc2cccc(OCC(=O)NCc3ccco3)c2n1	11%	0%	-9%	5%	0	9	5%	7%	i
Cn1c(SCc2ccccc2)nnc1-c1ccc2c(c1)OCO2	3%	7%	1%	5%	5	5	11%	-2%	i
CCc1cc2c(NCCC(=O)O)ncnc2s1	8%	-1%	-2%	-5%	4	13	6%	-1%	i	Spn PMK inh pilot replicates=1.0;MK inhibit pilot replicates=3.0;Spn DPM-DC inh pilot screen %=2.5
CCC1CCC2(CC1)NC(CO)(CO)CO2 (stereo unspecified)	-4%	-1%	-21%	-13%	1	0	0%	-4%	i
O=C(c1cc(-c2ccc(Cl)c(Cl)c2)on1)N1CCCC1	7%	-4%	2%	-7%	10	4	-1%	-4%	i
CCC(c1nnnn1CS(=O)(=O)c1ccc(C)cc1)N1CCN(c2nc3ccccc3s2)CC1 (stereo unspecified)	13%	-9%	6%	7%	6	15	4%	4%	i
CCCNC(=O)c1cc(S(=O)(=O)N2CCc3ccccc32)ccc1F	3%	-10%	-8%	2%	4	15	20%	-6%	i	Spn PMK inh pilot replicates=1.5;MK inhibit pilot replicates=3.0;Spn DPM-DC inh pilot screen %=3.5
CCOc1ccc(N(CC(=O)Nc2ccc3c(c2)OCCO3)S(=O)(=O)c2c(C)noc2C)cc1	3%	-9%	3%	2%	5	8	1%	-6%	i
COCCN(Cc1cc2cc3c(cc2[nH]c1=O)OCO3)C(=O)c1cccs1	3%	31%	-6%	-2%	6	10	13%	-2%	+
CCOC(=O)/C(C#N)=C1/C=Cc2ccccc2N1CC	21%	8%	10%	9%	4	0	1%	-10%	i
CCOC(=O)N1CCC(NC(=O)C(CC(C)C)NC(=O)C2CCCCC2)CC1 (stereo unspecified)	4%	-5%	-4%	-16%	8	0	12%	-6%	i
COc1ccc(CCN2C(=O)CC(N3CCN(c4ccccn4)CC3)C2=O)cc1OC (stereo unspecified)	2%	-3%	-18%	-8%	8	0	15%	-1%	i
CCOc1ccc(C(=O)Nc2cc(C)c3c(=O)oc4ccccc4c3n2)cc1	10%	4%	3%	13%	9	10	13%	5%	i
CC1(C)c2ccccc2N2CCC(=O)NC21/C=C/c1ccco1 (stereo unspecified)	10%	7%	15%	1%	8	12	0%	2%	i
O=C(Nc1cccnc1)c1cccnc1	0%	-3%	14%	21%	3	5	1%	-7%	i
COc1ccc(NC(=O)Cn2nnc(C(=O)NCc3ccccc3OC)c2N)cc1Cl	12%	6%	-11%	-17%	2	2	2%	6%	i
CC(C)CCNC(=O)c1cccc(Cl)c1	13%	8%	2%	1%	0	0	9%	-11%	i
CC(CCc1ccc(O)cc1)N(C)CCc1ccccc1 (stereo unspecified)	3%	-1%	-22%	-13%	39	9	x	-5%	i
Cc1ccc2nc(SCC(=O)NCc3ccco3)c(C#N)cc2c1	8%	-3%	-27%	-16%	8	2	x	-2%	i	Spn PMK inh pilot replicates=0.0;MK inhibit pilot replicates=1.0;Spn DPM-DC inh pilot screen %=0.0
Cc1cc(N2CCOCC2)nc(SCC(=O)c2ccccc2)n1	3%	-3%	x	x	5	10	-3%	0%	i
O=C(c1ccco1)N1CCN(C(c2ccccc2F)c2nnnn2CC2CCCO2)CC1 (stereo unspecified)	12%	-16%	2%	3%	12	19	-10%	-4%	i
CCOC(=O)N1CCN(c2nc(C)c3c(n2)CCCC3=O)CC1	1%	13%	-20%	-9%	4	10	x	-14%	i
O=C(CNC1=NCCC1)c1ccc2c(c1)OCCO2	10%	-4%	12%	9%	13	1	-26%	-4%	i
Cc1cccc(OCc2nc(C#N)c(NCc3ccc4c(c3)OCO4)o2)c1	11%	3%	10%	-2%	2	16	x	-12%	i
CCOc1ccc(Nc2nc3c(c(=O)[nH]2)CCC3)cc1	12%	4%	-8%	0%	13	15	x	-7%	i
Brc1cccc(-c2nnc3sc(CN4CCC5(CC4)OCCO5)cn23)c1	4%	3%	-12%	-5%	7	4	x	-7%	i
C=CCn1c(SCC(=O)NC(=O)NC2CCCC2)nnc1C1CCCCC1	-3%	-7%	0%	5%	3	0	x	-4%	i
COCCn1c(CN2CCC(Cc3ccccc3)CC2)nc2c1c(=O)n(C)c(=O)n2C	x	-3%	x	x	6	11	-1%	x	i
Cn1c(=O)cc(OCCCC(=O)NCc2ccc3c(c2)OCO3)c2ccccc21	-4%	-1%	-16%	-11%	1	0	-2%	1%	i
O=c1c2ccccc2nc2c3ccccc3c(N3CCOCC3)nn12	3%	4%	-6%	-2%	11	17	7%	-4%	i
CCc1nnc(NC(=O)C2Cc3ccccc3CN2S(=O)(=O)c2cccs2)s1 (stereo unspecified)	20%	-2%	15%	-14%	3	11	1%	-6%	i	Spn PMK inh pilot replicates=7.0;MK inhibit pilot replicates=5.0;Spn DPM-DC inh pilot screen %=0.0
COc1cccc(C2NC(=O)NC(O)(C(F)(F)F)C2C(=O)c2cccnc2)c1OC (stereo unspecified)	6%	-2%	1%	-2%	11	14	x	-6%	i
COC(=O)CN(c1ccccc1C)S(C)(=O)=O	12%	x	-14%	-8%	6	0	1%	-3%	i
O=c1cc(-c2ccco2)oc2ccc(Cl)cc12	5%	2%	0%	2%	7	5	18%	-1%	x	Spn PMK inh pilot replicates=1.5;MK inhibit pilot replicates=0.0
COc1cc(OC)c(-c2nn3c(-c4ccncc4)nnc3s2)cc1OC	5%	11%	-6%	-12%	2	6	x	-1%	i
Cc1[nH]c2ccccc2c1C(=O)CN1CCC(C(N)=O)(N2CCCCC2)CC1	4%	4%	-2%	-6%	7	0	2%	-1%	i
COc1ccccc1-n1c(=O)c2c3c(sc2n2c(SC)nnc12)CCC3	10%	-11%	6%	-2%	4	17	-3%	-4%	i
COc1cccc(-c2cc(C(F)(F)F)nc(-n3cncn3)n2)c1	6%	-9%	-1%	3%	5	10	x	1%	i

Random excerpt: five entries already listed, in no set order.
SMILES	TNAP inhibition	HT1080 cytotoxicity	HPDE-C7K KRASV12	HPDE-C7 viability	MK inhibit	Spn PMK inh	LYP phosphatase	Bfl-1 displacement	Spn DPM-DC inh	others
Cn1c(=O)cc(OCCCC(=O)NCc2ccc3c(c2)OCO3)c2ccccc21	-4%	-1%	-16%	-11%	1	0	-2%	1%	i
O=c1c2ccccc2nc2c3ccccc3c(N3CCOCC3)nn12	3%	4%	-6%	-2%	11	17	7%	-4%	i
CCc1nnc(NC(=O)C2Cc3ccccc3CN2S(=O)(=O)c2cccs2)s1 (stereo unspecified)	20%	-2%	15%	-14%	3	11	1%	-6%	i	Spn PMK inh pilot replicates=7.0;MK inhibit pilot replicates=5.0;Spn DPM-DC inh pilot screen %=0.0
COC(=O)CN(c1ccccc1C)S(C)(=O)=O	12%	x	-14%	-8%	6	0	1%	-3%	i
O=c1cc(-c2ccco2)oc2ccc(Cl)cc12	5%	2%	0%	2%	7	5	18%	-1%	x	Spn PMK inh pilot replicates=1.5;MK inhibit pilot replicates=0.0

(continued)
SMILES	TNAP inhibition	HT1080 cytotoxicity	HPDE-C7K KRASV12	HPDE-C7 viability	MK inhibit	Spn PMK inh	LYP phosphatase	Bfl-1 displacement	Spn DPM-DC inh	others
CC(C)C(=O)Nc1nnc(CCc2nnc(NC(=O)C(C)C)s2)s1	14%	4%	-3%	-15%	9	9	12%	-5%	i	Spn PMK inh pilot replicates=0.0;MK inhibit pilot replicates=0.0;Spn DPM-DC inh pilot screen %=0.0
CCOc1ccc(Nc2ncnc(N)n2)cc1	12%	-4%	-8%	-4%	3	9	14%	0%	i
CCCN(CCC)C(=O)Cn1c(=O)n(CCCCC(=O)NC2CCCC2)c(=O)c2ccccc21	5%	x	-4%	-9%	0	16	x	-2%	i
COc1ccc(C2=C(C)CC(C)(C)NC2=O)cc1OC	4%	10%	-10%	4%	8	7	4%	4%	i
N#CC1=C(SCC(=O)c2cc3ccccc3oc2=O)NC(=O)C(C#N)C12CCCC2 (stereo unspecified)	8%	-2%	3%	-20%	6	6	1%	0%	i	Spn PMK inh pilot replicates=4.5;MK inhibit pilot replicates=2.5;Spn DPM-DC inh pilot screen %=12
Cc1nnc(SCC(=O)c2cc(C)n(-c3c(C)n(C)n(-c4ccccc4)c3=O)c2C)s1	8%	-2%	-10%	-2%	6	12	8%	-1%	i
O=C(NC1CCS(=O)(=O)C1)c1c(NC(=O)C2COc3ccccc3O2)sc2c1CCCC2 (stereo unspecified)	15%	6%	-5%	-18%	18	7	-6%	-14%	i	Spn PMK inh pilot replicates=0.0;MK inhibit pilot replicates=0.0;Spn DPM-DC inh pilot screen %=0.0
C=CCOC(=O)CN1C(=O)c2ccccc2C1=O	7%	-6%	8%	-5%	1	0	-3%	-8%	i
COc1cccc(CN(C(=O)c2cc3ccccc3oc2=O)C2CC2)c1	15%	4%	4%	-5%	9	14	-8%	0%	i	Spn PMK inh pilot replicates=8.5;MK inhibit pilot replicates=5.0;Spn DPM-DC inh pilot screen %=1.0
COc1ccc(Cc2nn3c(Cn4nnc5ccccc54)nnc3s2)cc1	11%	5%	-2%	-8%	10	7	-3%	0%	i
COc1cccc(NC(=O)CCS(=O)(=O)c2cccs2)c1	10%	-3%	-8%	-14%	2	10	9%	-3%	i
O=C(Nc1ccc(F)cc1)Nc1ccc(Cl)cn1	-4%	-9%	-14%	-9%	8	8	-1%	4%	i
CCn1cc(C(=O)NCCOC)c(=O)c2ccc(C)nc21	9%	4%	1%	3%	1	9	13%	8%	i
COc1cccc(C2CC(=O)N3CN(c4cccc(Cl)c4C)CSC3=C2C#N)c1OC (stereo unspecified)	16%	-4%	-1%	-5%	5	4	2%	3%	i
Cc1cc(C)cc(NC(=O)C2CCCN(c3nc(C)cc(C)n3)C2)c1 (stereo unspecified)	-3%	-2%	-4%	-9%	2	7	x	-3%	i
CCn1c(C(=O)N2CCCC(C(=O)NCCCc3ccccc3)C2)cc2sccc21 (stereo unspecified)	22%	-4%	8%	2%	2	7	9%	1%	i	Spn PMK inh pilot replicates=3.0;MK inhibit pilot replicates=1.0;Spn DPM-DC inh pilot screen %=0.0
CCn1cc(C(=O)N2CCCC2)c(=O)c2cc(S(=O)(=O)N(C)C)ccc21	-4%	-6%	-9%	-6%	0	0	7%	-9%	i
